INS-1E GSIS act = GLuc luminescence reporter in INS-1E cells, primary screen for activators of glucose-dependent secretion of insulin | INS-1E GLuc reporter insulin secretion, 2-3 h | activation, % at 16.6 µM | 370,000 tested, 0.61% active;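 active = lowest replicate activation of at least 40%, so every replicate reaches that level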;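 note: 0% = median of neutral control wells and 100% = median of IBMX positive control wells; some compounds called inactive have numbers as strong as hits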
CFTR F508del cor = correctors of CFTR F508del function in bronchial epithelial cells | CFBE cells, YFP halide quenching; stimulated with forskolin plus potentiator P3; % fluorescence drop versus neutral controls | AID 720511 | 350,000 tested, 0.36% active | activity (quench increase), % at 7.58 µM;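 active = mean added fluorescence quench of at least 8% versus neutral control, with both replicates also reaching 8%; inconclusive = only one of the mean or replicate conditions met; inactive = mean below 8% and not both replicates reaching 8%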;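 note: cells transiently co-express mutant CFTR-F508del with the halide-sensitive YFP; corrector assay measuring rescue of mutant channel to the surface after 24 h compound exposure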
PGC1a acetyl inh = PGC1a acetylation modulation, inhibitor mode; U2OS PGC1a acetylation, AlphaScreen anti-acetyl-lysine; with virally co-expressed GCN5 acetyltransferase; inhibition, % at 15.6 µM; 350,000 tested, 0.17% active; AID 651687;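 active = every replicate shows inhibition of at least 40%; inconclusive = mean inhibition at least 40% but some replicate below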;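 note: 0% = neutral control wells and 100% = positive control wells; some results beyond the cut were filed as inactive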
FN deposition inh = fibronectin deposition inhibition; inhibition, % at 12.6 µM; AH1F fibroblasts, Alexa488-fibronectin deposition fluorescence, overnight; 350,000 tested, 0.086% active; AID 743247;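 active = mean inhibition across replicates of 30% or more, regardless of how many single replicates reach that level; inconclusive = mean under 30% yet at least half of replicates reach 30%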;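 note: positive control wells lacked labelled fibronectin entirely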
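Measured by – fluorescence 485/525 nm · System – AH1F fibroblast monolayer, labelled fibronectin deposition · Amount – 10000 cells per well · Buffer or medium – serum-reduced DMEM (2% serum) · Doses – single dose, pinned · Also added – fluorescent fibronectin at 24 nM final · Schedule – 1 h cell attachment, overnight exposure to compound and label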
C2C12 statin = protects C2C12 myotubes from simvastatin toxicity | ATP luminescence, 48 h; scaled: DMSO 0, geranylgeraniol control 100 | rescue of ATP level, % at 7.49 µM | 330,000 tested, 0.78% active | AID 602340;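 active = mean ATP rescue above about 67%, or every replicate alone reaching that limit, limit read from the data, passing the limit was not always enough; inconclusive = no clear call, values can overlap the other calls; inactive = mean under the limit and some replicate under it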;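 note: myotubes were challenged with 10 µM simvastatin during compound exposure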
PglD inh = PglD (C. jejuni) enzyme inhibition; AID 602405; purified PglD enzyme, DTNB colorimetric CoA detection; 360,000 tested, 0.098% active; inhibition, % at 12.5 µM; in the data active = inhibition above about 16%, passing the limit was not always enough; inconclusive = no clear call, values can overlap the other calls; note: strong numbers were not always called active
Cneo AK release = Cryptococcus neoformans lysis via adenylate kinase release; C. neoformans lysis, adenylate kinase release luminescence, 4 h; normalised: neutral wells 0, clomiphene wells 100; lysis activity, % at 15 µM; 360,000 tested, 0.2% active;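 active = mean lysis activity across replicates of at least 80%, whatever share of replicates individually reach that level; inactive = mean lysis activity below 80%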
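Material – Cryptococcus neoformans yeast cells · Quantity – 5 × 10^6 yeast cells/mL · Buffer or medium – YPD medium · Compound – single dose · Timing – 4 h static compound exposure, 37 °C, read 1 h post-reagent · Signal – adenylate kinase release luminescence · Read-out basis – lysis from increased AK signal · Benchmarks – Clomiphene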
miR122 inh = inhibitors of miR-122 in Huh7 cells; Huh7 miR-122 Renilla luciferase sensor, 48 h; neutral wells = 0, positive control = 100; activation (reporter increase), % at 12.5 µM; 340,000 tested, 0.3% active;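 active = mean replicate activation score at least 90 and every replicate individually at or above 90; inconclusive = only one of the two criteria met; inactive = neither criterion met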;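 note: higher luciferase means less miR-122 activity so hits act as miR-122 inhibitors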
* hit, by the source's call; ? = inconclusive; nt = no result given; [ ] = dose if it differs, or a comment. Random draw from the library (roughly 2.1% active in at least one column).

SMILES | INS-1E GSIS act | CFTR F508del cor | PGC1a acetyl inh | FN deposition inh | C2C12 statin | PglD inh | Cneo AK release | miR122 inh
CCCCC(=O)N1CCN(c2nc3ccc(F)cc3s2)CC1 | 19 | 0.1 | -32 | -6 | -13 | 0 | 0 | 4
CS(=O)(=O)/C(C#N)=C/c1c(-c2ccccc2)nc2n1CCS2 | 9 | -1.1 | -3 | 2 | nt | -1 | -4 | 5
CC(C)C(NS(=O)(=O)c1cccc(C(F)(F)F)c1)C(=O)N1CCc2ccccc2C1 (stereo not given) | -13 | -0.5 | nt | -9 | -12 | -2 | 6 | 1
CCCN1C[C@@H](C)[C@@H](OC)CN(C)C(=O)c2cc(NC(=O)COC)ccc2OC[C@@H]1C | -1 | 4.5 | -4 | 3 | 2 | 1 | 58 | 0[16.7 µM]
Cc1ccc2c(C(=O)CN3CCCC3)c(C)[nH]c2c1 | nt | nt | -5 | nt | nt | -1 | 2 | 0
Cn1c(CNC(=O)CNC(=O)c2cccc(F)c2)cc(=O)n(C)c1=O | -2 | -3.2 | 12 | -1 | -7 | -2 | 0 | 6
CCOC(=O)Cn1ccc(NC(=O)COc2ccc(F)cc2)n1 | -10 | 0.3 | -7 | 6 | 28 | 2 | -1 | -3
CCOc1ccc(CCNC(=O)CCC(=O)N2CCOc3ccc(C)cc32)cc1OCC | nt | -0.3 | nt | -13 | -1 | -1 | -2 | nt
CN(C)[C@@H](CO)c1nnc([C@H](Cc2ccc(O)cc2)NC(=O)C2CCNCC2)o1 | 26 | 0.7 | 6 | -18 | 3 | -2 | 0 | 15
O=C(/C=C/c1ccc(Cl)cc1)c1ccc([N+](=O)[O-])o1 | -11 | -0.7 | -33 | -2 | 38 | -1 | 2 | 0
COc1ccc(C(=O)CCC(=O)Nc2cccnc2)cc1OC | 29 | 0.3 | 9 | 0 | 10 | nt | nt | -4
CO[C@@H]1CN(C)C(=O)c2ccc(NC(C)=O)cc2OC[C@@H](C)N(CCC(F)(F)F)C[C@H]1C | -5 | -0.2 | -1 | 1 | -20 | 3 | -4 | 1[16.7 µM]
COc1ccc(C2C(C#N)=C(N)Oc3cc(C)n(Cc4ccco4)c(=O)c32)cc1 (stereo not given) | nt | nt | -13 | 6 | -8 | 0 | 0 | -3
CC(C)N1CCc2c(sc(NC(=O)Cc3ccccc3)c2C(N)=O)C1 | 1 | -1.3 | 32 | 4 | -4 | 1 | 0 | -2
O=C(CN1C(=O)C2C3c4ccccc4C(c4ccccc43)C2C1=O)N1CCOCC1 (stereo not given) | nt | nt | nt | -6 | nt | -8 | 1 | 4
Nc1cc2nc[nH]c2cc1N | 9 | -0.7 | 0 | -1 | nt | nt | nt | nt
CC(C)C1Cc2c(C#N)c(N)sc(=S)c2CO1 (stereo not given) | nt | nt | 7 | nt | nt | -6 | -3 | -4
Nc1ncnc(Nc2ccccc2C(F)(F)F)n1 | nt | nt | -7 | nt | nt | 5 | 1 | -2
C[C@]12CCC(=O)C=C1CCC1C2CC[C@@]2(C)C1CCC21OCCO1 (stereo not given in full) | nt | -3.3 | -6 | 0 | -6 | -4 | -1 | 2
c1cc2c(cn1)cnc1cscc12 | 15 | nt | nt | -8 | nt | 6 | -2 | nt
O=C1CC(N(Cc2ccc3c(c2)OCO3)C(=O)Nc2ccc(F)cc2)C(=O)N1c1ccccc1 (stereo not given) | nt | nt | 5 | nt | 17 | -4 | 0 | 3
COc1ccc(S(=O)(=O)N2CCC(C(=O)NCCc3c[nH]c4ccccc34)CC2)cc1 | -8 | 5.5 | 12 | 1 | 2 | -8 | 4 | -6
NC(=O)c1ccsc1NC(=O)COC(=O)c1nc(Cl)ccc1Cl | 16 | 0.5 | 9 | 5 | 0 | -1 | 2 | -2
CSc1nc(N)c(C(=O)N(c2ccccc2)c2ccccc2)s1 | nt | -1.4 | 1 | 4 | -7 | 0 | -15 | 0
O=C(Nc1nccs1)c1ccc2c(=O)n3c(nc2c1)CCCCC3 | 8 | nt | 3 | nt | -4 | 3 | -5 | 0
O=C(C1CC(=O)N(C2CCCC2)C1)N1CCC(Cc2ccccc2)CC1 (stereo not given) | 12 | 0.1 | -5 | nt | 25 | 2 | 0 | -1
C[C@@H]1CN([C@H](C)CO)C(=O)Cc2cc(NC(=O)C3CC3)ccc2O[C@H]1CN(C)S(=O)(=O)c1ccc(F)cc1 | 12 | 3.3 | 5 | nt | 13 | 5 | -1 | 0[16.7 µM]
COCCNc1cc(C)c(C#N)c2nc3ccccc3n12 | nt | nt | -1 | 4 | -16 | 6 | 1 | -3
CCn1nnc(C(=O)O)c1C(=O)O | 0 | nt | 9 | nt | -9 | nt | nt | -6
CC(NC(=O)C1CCCN1S(=O)(=O)c1cccc2cccnc12)c1ccccc1 (stereo not given) | -10 | -0.3 | 2 | 0 | 11 | 4 | 0 | 2
O=C(O)c1ccc(-c2ccc(/C=N/Nc3ccc([N+](=O)[O-])cc3)o2)cc1 | -13 | 0.0 | 4 | 3 | nt | nt | nt | nt
CCCC#Cc1ccc2c(c1)O[C@H](CN(C)C(=O)c1ccccn1)[C@@H](C)CN([C@H](C)CO)S2(=O)=O | -4 | 3.5 | -6 | -4 | 1 | 3 | 0 | 128*[16.7 µM]
Cc1cnc(C(=O)Nc2ccccc2-c2ccc(C)o2)cn1 | nt | nt | -7 | nt | -6 | -1 | -1 | 5
CC(C)c1nnc(NC(=O)CCCC(=O)O)s1 | nt | nt | 6 | nt | nt | 0 | 1 | 46
CC1Cc2ccccc2N1C(=O)CSc1ncc(-c2ccc(F)cc2)n1C (stereo not given) | -9 | nt | nt | 3 | 2 | -6 | -2 | 1
CCCCNCC(=O)Nc1ccc(NC(=O)CNCCCC)cc1 | nt | nt | -1 | nt | -9 | 3 | -1 | 0
O=C(CNC(=O)c1ccco1)NCC(=O)OCc1ccccc1Cl | 12 | 0.8 | nt | 0 | 13 | 2 | -3 | nt
CC(C)NC(=O)N[C@H]1C=C[C@H](CC(=O)NCCN2CCCC2)O[C@H]1CO | 22 | -0.4 | 7 | -1 | -2 | 0 | -1 | nt
Cc1ccc(-c2cc(C(=O)N/N=C/c3c(C)nn(C)c3C)c3ccccc3n2)c(C)c1 | nt | nt | -2 | -7 | -5 | -1 | 0 | 3
COc1cc(/C=C/C(=O)O)ccc1OCc1cnc(Cl)s1 | 0 | 0.8 | 4 | 3 | nt | nt | nt | -8
C[C@@H]1CN([C@@H](C)CO)C(=O)c2cccc(NC(=O)Nc3ccc4c(c3)OCO4)c2O[C@H]1CN(C)C(=O)Nc1ccc(C(F)(F)F)cc1 | -24 | 0.8 | -1 | nt | nt | 2 | 57 | 1[16.7 µM]
C[C@H]1CN([C@@H](C)CO)C(=O)Cc2cc(NC(=O)Nc3ccc4c(c3)OCO4)ccc2O[C@H]1CN(C)S(=O)(=O)c1cccs1 | -41 | 0.1 | 7 | nt | -59 | 1 | 2 | -5[16.7 µM]
C[C@@H]1CN([C@@H](C)CO)C(=O)Cc2cc(NC(=O)Cc3cn(C)c4ccccc34)ccc2O[C@@H]1CN(C)S(=O)(=O)c1ccc(F)cc1 | -18 | 2.1 | -22 | nt | ? | 3 | 1 | -7[16.7 µM]
C[C@H]1CCCCO[C@H](CN(C)Cc2ccccc2)[C@@H](C)CN([C@@H](C)CO)C(=O)c2cc(NC(=O)Nc3ccccc3)ccc2O1 | -10 | -3.0 | -5 | -6 | nt | 1 | -2 | 11[16.7 µM]
CCN1[C@H](C(=O)N(C)C)[C@@H](CO)[C@@H]2Cn3c(ccc(-c4ccccc4OC)c3=O)[C@@H]21 | 5 | -2.3 | nt | nt | 7 | 0 | -2 | -6[16.7 µM]
CCn1ccnc1C(O)c1cccc2ccccc12 (stereo not given) | 21 | -0.5 | 6 | -3 | 0 | 3 | 1 | 0
Nc1ccccc1C#CC(=O)c1ccccc1 | 71 | -4.9 | nt | -47 | -54 | -1 | -1 | nt
CC(=O)NCCC(=O)Nc1nc(-c2ccccc2Cl)cs1 | 0 | 0.6 | -9 | -6 | nt | nt | nt | nt
CCOC(=O)N1CCN(C(=O)c2ccc(CS(=O)c3ccccc3)o2)CC1 (stereo not given) | 8 | 1.8 | 8 | 1 | 1 | 8 | 13 | nt
COCCNc1nc(SCC(=O)N2CCN(c3ccccc3)CC2)nc2ccccc12 | 26 | nt | -7 | nt | -1 | -4 | 1 | 0

Additional entries:
SMILES | INS-1E GSIS act | CFTR F508del cor | PGC1a acetyl inh | FN deposition inh | C2C12 statin | PglD inh | Cneo AK release | miR122 inh
O=C(NC1CCCC1)[C@@H]1[C@@H](CO)[C@@H]2Cn3c(cccc3=O)[C@H]1N2Cc1cc(F)ccc1F | -4 | -1.5 | nt | nt | 6 | 4 | 2 | 0[16.7 µM]
CCCCN(C)CCNC(=O)c1cc(-c2cccnc2)nc2ccc(S(=O)(=O)N3CCC(C)CC3)cc12 | 9 | 0.1 | 13 | -1 | -34 | -1 | -1 | -1
Brc1cccc(Nc2nc(-c3cccnc3)cs2)c1 | 10 | -1.0 | -11 | 6 | -30 | 3 | -6 | 11
COc1ccccc1N(C(=O)c1ccco1)C(C(=O)NC1CCCC1)c1ccncc1 (stereo not given) | 13 | -1.7 | 12 | 4 | -64 | -6 | -3 | 1
COCCNC(=O)C1CC(c2ccc(C(F)(F)F)cc2)=NO1 (stereo not given) | -12 | 1.7 | nt | -6 | -4 | 2 | 1 | 1
CCOc1ccc(S(=O)(=O)NCCC(=O)N2CCN(C(C)=O)CC2)cc1 | 15 | 3.4 | 2 | -6 | 7 | -2 | -2 | -4
CC(=O)Nc1c2c(nn1-c1ccccc1C)CS(=O)(=O)C2 | -2 | 2.9 | 10 | 2 | 6 | -1 | 2 | -6
COc1cc(OC)c(NC(=O)[C@@H]2CCC(=O)N2C2OC(=O)c3c2ccc(OC)c3OC)cc1Cl (stereo not given in full) | 7 | 4.4 | -1 | nt | 2 | -3 | 0 | -26
Cc1ccc(N(C(=O)Cn2nnc3ccccc32)C(C(=O)NC2CCCCC2)c2cn(C)nc2C)cc1 (stereo not given) | -4 | -0.2 | 5 | nt | -6 | 3 | 1 | -1
Cc1ccc(S(=O)(=O)CCC(=O)OCC(=O)Nc2cccc(S(=O)(=O)N3CCCCC3)c2)cc1 | -30 | 0.1 | 1 | -3 | -1 | 5 | -1 | 5
CCOC(=O)c1cc(-c2ccccc2)n(CC(=O)O)c1C | nt | nt | -5 | nt | 6 | -7 | 8 | 1
COC(=O)c1cn(C(=O)c2ccc(Br)o2)c2ccccc12 | nt | nt | -9 | nt | -1 | 4 | -4 | -4
